GC-A act: GC-A (human) enzyme activation. HEK293 GC-A cells, cGMP TR-FRET, EC30 ANP; 0% at EC30 ANP, 100% saturating ANP. AID 1671463. P16066. 0.14% of 370,000 active. activation, % at 10 µM; in the data active means activation above about 40%
hgDAF-12 ag: agonists of H. glycines DAF-12 nuclear receptor | activation, % at 6.8 µM | HEK293 GAL4-hgDAF12 UAS-luciferase reporter, agonist luminescence; normalized to butyrate control | AID 687014 | 1.8% of 370,000 active;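 active means activation above a cutoff set at the mean of all screened compounds plus 3 SD, cut at about 10% in these data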;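 further: 0% = DMSO wells and 100% = sodium butyrate wells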
SMARCA2 act: activators of SMARCA2 function; activation, % at 9.1 µM; 1% of 370,000 active; MG213 cells, MMTV-luciferase reporter, dexamethasone, overnight; in the data active means activation above about 7.8%;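 further: 0% = vehicle wells and 100% = reference activator wells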
FXN GAA850 act: frataxin GAA850 promoter activation. 0.56% of 360,000 active. activation, % at 6 µM. AID 540364. HEK293 lucGAA850 FXN promoter luciferase reporter, 24 h; percent of 10 µM SAHA response;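 active means activation above the average of all compounds screened plus 3 SD, cutoff fixed separately per campaign, cut at about 7.5% in these data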;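 further: 0% = DMSO wells and 100% = 10 µM SAHA wells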
KLK7 zymogen act: activates the human kallikrein-7 zymogen | P49862 | purified proKLK7, EDANS-DABCYL substrate fluorescence; 100% is mature enzyme control, 0% vehicle | AID 652039 | 0.9% of 370,000 active | activation, % at 7 µM;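 active means activation above the mean of all tested compounds plus 3 SD, computed per campaign excluding outliers beyond control limits, cut at about 13% in these data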
GC-B act: GC-B (human) receptor activation; AID 1920062; HEK293-GC-B cells, CNP EC30, cGMP TR-FRET; 0% at EC30 CNP, 100% saturating CNP; activation, % at 10 µM; 0.11% of 370,000 active;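 active means activation at 10 µM reaching about 35% in either raw or pattern-adjusted values, limit read from the data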
Target sequence (P20594 whole entry, looked up): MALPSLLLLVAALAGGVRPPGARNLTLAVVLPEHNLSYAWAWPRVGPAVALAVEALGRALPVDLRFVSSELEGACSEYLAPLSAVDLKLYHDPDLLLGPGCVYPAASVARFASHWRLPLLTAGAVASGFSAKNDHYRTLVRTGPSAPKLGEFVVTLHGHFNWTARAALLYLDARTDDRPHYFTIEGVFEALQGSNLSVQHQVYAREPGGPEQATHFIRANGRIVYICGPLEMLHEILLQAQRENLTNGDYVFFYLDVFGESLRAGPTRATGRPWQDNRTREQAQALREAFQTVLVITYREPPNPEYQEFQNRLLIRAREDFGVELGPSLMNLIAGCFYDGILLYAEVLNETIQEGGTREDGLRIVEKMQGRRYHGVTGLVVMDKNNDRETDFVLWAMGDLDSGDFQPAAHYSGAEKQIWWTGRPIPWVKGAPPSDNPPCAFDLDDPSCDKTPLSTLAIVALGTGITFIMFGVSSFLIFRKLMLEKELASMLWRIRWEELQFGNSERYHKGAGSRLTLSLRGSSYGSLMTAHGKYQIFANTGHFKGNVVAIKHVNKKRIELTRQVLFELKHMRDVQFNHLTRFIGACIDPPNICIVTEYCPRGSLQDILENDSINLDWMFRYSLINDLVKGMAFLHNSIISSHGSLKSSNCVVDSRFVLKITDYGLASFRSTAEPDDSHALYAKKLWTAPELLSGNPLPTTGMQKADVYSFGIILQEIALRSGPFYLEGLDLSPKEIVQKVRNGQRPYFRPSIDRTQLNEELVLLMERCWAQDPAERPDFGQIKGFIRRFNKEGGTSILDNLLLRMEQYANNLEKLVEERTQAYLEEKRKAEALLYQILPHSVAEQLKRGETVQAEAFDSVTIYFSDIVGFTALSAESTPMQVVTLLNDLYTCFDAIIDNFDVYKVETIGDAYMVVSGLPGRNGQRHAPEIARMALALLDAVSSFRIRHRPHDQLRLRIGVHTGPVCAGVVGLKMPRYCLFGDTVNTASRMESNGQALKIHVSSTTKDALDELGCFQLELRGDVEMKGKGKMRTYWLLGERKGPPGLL
ssDAF12 agonist: activates DAF-12 receptor from parasite S. stercoralis; AID 652126; activation, % at 6.8 µM; HEK293 ssDAF-12/GRIP1 lit1-tk-luc reporter, luminescence; % of 3 µM dafachronic acid response; 1% of 370,000 active;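 active means activation above the mean over all tested compounds plus 3 SD, cut at about 0.9% in these data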;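 further: 0% = DMSO-only wells and 100% = 3 µM delta7-dafachronic acid wells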
sPLA2-III inh: Inhibits HGIII-sPLA2 liposome hydrolysis, primary screen. 0.56% of 370,000 active. QFRET BODIPY PC-A2 liposome hydrolysis, fluorescence. inhibition, % at 12.2 µM;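 active means inhibition above mean plus 3 SD of compounds lying within the high and low control bounds, cut at about 19% in these data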;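 further: 0% = median of test compound wells and 100% = no enzyme DMSO wells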
DAX1 inh-1: NR0B1 (DAX1) inhibition; P51843; 0.99% of 340,000 active; inhibition, % at 6.75 µM; AID 504766; HEK293 Gal4-DAX1 luciferase reporter, luminescence;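 active means inhibition above the mean over all tested compounds plus 3 SD, cut at about 4.2% in these data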;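 further: 0% = DAX1-transfected cells with DMSO and 100% = empty-vector control cells with DMSO; inhibition shows as a rise in luminescence from relieved DAX1 repression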
hcDAF-12 act: activates DAF-12 receptor from parasite H. contortus; activation, % at 6.8 µM; 1.4% of 370,000 active; HEK293 hcDAF-12 lit1-tk-luc reporter, luminescence; 0% DMSO, 100% Δ7-dafachronic acid;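 active means activation above the mean of all tested compounds plus 3 SD, cut at about 5.5% in these data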;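 further: 100% = response to 3 µM Δ7-dafachronic acid high control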
DAX1 inh-2: inhibitors of DAX1 repression of SF-1 activated StAR promoter | AID 652010 | inhibition, % at 6.8 µM | HEK293T StAR-luciferase reporter, SF-1/DAX-1 repression relief | 1.1% of 370,000 active;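 active means inhibition above the mean over all tested compounds plus 3 SD, cut at about 3.6% in these data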;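 further: 0% = DAX-1 cells with DMSO and 100% = cells lacking DAX-1 with DMSO; higher inhibition means more luminescence from relief of DAX-1 repression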
Numbers without * were called inactive; / = not tested or not shown.

SMILES	GC-A act	hgDAF-12 ag	SMARCA2 act	FXN GAA850 act	KLK7 zymogen act	GC-B act	ssDAF12 agonist	sPLA2-III inh	DAX1 inh-1	hcDAF-12 act	DAX1 inh-2
COc1ccc(-c2csc(N(CCc3ccc(OC)c(OC)c3)C(=O)COc3ccccc3)n2)cc1	-5.0	-3.6	-2.0	3.5	0.1	1.8	-1.9	7.7	-1.6	-0.4	0.3
COC(=O)c1c(-c2ccccc2)[nH]c(-c2nccc3ccccc23)c1C(=O)OC	1.8	0.0	8.4*	0.2	2.4	1.7	-0.4	1.1	1.2	1.4	0.1
COc1ccc(NC(=O)c2nnn(Cc3ccc(SC)cc3)c2N)c(OC)c1	-2.6	-1.8	1.3	0.0	-1.9	-5.8	-1.4	-11.5	1.6	-0.9	-0.8
Cc1ccc(C(=O)/C=C2\NCCNC2=O)cc1	11.3	12.9*	11.8*	-0.1	-0.2	2.0	0.0	6.4	1.7	3.4	3.8*
COC(=O)C(C(=O)OC)=C(/C=C/N(C)C)N(C)C	6.0	-1.5	-2.5	-0.5	-0.1	-0.1	-0.5	5.2	0.3	-0.7	0.1
O=C(N/C(=C/c1ccccc1)C(=O)N1CCOCC1)c1ccc([N+](=O)[O-])cc1	-0.8	-0.5	-1.5	1.8	-0.6	2.9	-1.1	-1.2	-1.6	-1.4	0.1
Clc1ccccc1Sc1ccc(-c2ccccn2)s1	-0.2	1.4	-1.9	2.6	-1.9	-5.2	-1.1	-0.9	/	-1.5	-0.1
CCN1C(=O)CC(NCc2ccc(S(N)(=O)=O)cc2)C1=O (stereo unspecified)	-0.3	1.2	-4.6	1.8	-0.5	3.6	-1.9	9.8	0.4	-0.9	1.1
COc1ccccc1NC(=O)C1CCCN(c2ncnc3c2nc2n3CCCCC2)C1 (stereo unspecified)	5.0	-2.5	1.4	1.7	0.5	-3.1	-1.9	0.7	-0.5	-0.6	-0.6
Cc1cc(N(C)/N=C/c2ccccc2)nc(-c2ccccc2O)n1	-3.9	1.7	-2.5	0.2	0.6	-2.4	-1.0	-1.8	0.9	1.1	-0.5
CCCCc1nnc(NC(=O)CS(=O)(=O)Cc2ccccc2)s1	-3.0	1.6	-2.8	4.3	0.3	-0.5	-0.8	-12.3	0.3	0.5	0.0
COc1ccccc1N1CCN(C2CCC(C)CC2)CC1 (stereo unspecified)	-0.1	-1.6	-1.2	-0.9	0.1	-1.1	-1.8	13.1	2.1	-1.7	0.0
COc1ccc(S(=O)(=O)N(C)C[C@H]2Oc3c(cccc3N(C)C)C(=O)N([C@H](C)CO)C[C@@H]2C)cc1	0.3	-3.2	-0.5	0.3	0.6	0.8	-1.3	-7.1	-0.5	-1.2	-0.7
S=C(NCCc1ccccc1)Nc1nccs1	3.3	4.5	3.5	2.8	0.2	3.8	-1.5	18.3	-0.4	-0.8	0.3
O=C(NC(=S)Nc1ccc(Br)cc1F)C1CCCCC1	1.4	0.5	-3.7	2.7	-0.3	2.9	-0.7	17.7	1.1	0.9	3.3
O=C(NN/C(=N/S(=O)(=O)c1ccc(Cl)cc1)c1ccccc1)c1ccc(O)cc1	-1.4	15.6*	6.9	0.9	-1.1	-3.1	-0.3	-4.5	0.0	-0.6	3.2
CCc1ccc(/C=C2\SC(=S)N(CCC(=O)Nc3cc(C)on3)C2=O)cc1	1.4	-8.9	-8.8	-7.5	0.2	-1.9	-3.2	0.4	-1.6	-3.4	-1.3
Cc1ccc(/C=c2\s/c(=C(/C#N)C(=O)N3CCCC3)n(Cc3ccco3)c2=O)s1	1.8	-4.3	-3.0	5.2	-0.4	-6.5	-0.8	-5.8	-0.7	-0.7	-1.2
Cc1cc(C)n2nc(S(=O)(=O)NC3CCCCC3)nc2n1	1.4	-0.1	1.2	-1.1	1.0	3.9	-0.9	-3.0	-0.5	0.3	0.7
O=C1CSC(c2cn(-c3ccccc3)nc2-c2cc3ccccc3oc2=O)N1Cc1ccco1 (stereo unspecified)	-8.8	-0.5	-6.1	-3.3	-1.2	-13.4	-0.5	-4.7	-0.1	-0.3	-0.9
Cc1ccc(N(Cc2ccccc2F)S(C)(=O)=O)c(C)c1	-6.6	1.7	0.0	0.1	0.3	3.0	-1.0	-0.4	1.3	-1.7	-0.2
CN(C)CCN(C(=O)c1ccc2c(c1)OCCO2)c1nc2c(Cl)cccc2s1	0.5	5.8	-0.5	-0.3	0.2	-6.1	-0.7	0.0	-0.5	-0.6	0.8
CNC(=O)c1cc(NC(=O)CCn2nc(-c3ccc(C)cc3)c3ccccc3c2=O)ccc1OC	-1.6	-0.9	-3.5	3.2	0.5	-6.9	-1.4	-3.7	/	-2.7	-0.6
Cc1nc2ccccc2n1Cc1ccccc1	-2.6	-3.8	-1.5	1.2	0.5	-1.2	-2.1	-0.1	-1.8	-3.1	-1.4
COc1ccc(CN(C(=O)c2oc3ccccc3c2C)C2CCS(=O)(=O)C2)cc1OC (stereo unspecified)	-2.2	-1.7	0.0	3.3	0.4	-2.0	-0.9	-1.2	-0.3	-2.2	-0.3
NC1=NC(=O)/C(=C/c2ccc(Br)cc2)S1	7.8	0.5	1.2	0.0	-0.1	-7.3	-0.2	1.5	1.0	-0.4	0.4
O=C(O)CCc1nc(-c2ccccc2)no1	1.6	0.1	-4.2	-3.1	0.1	-1.8	-1.5	8.1	-0.8	-0.2	-0.2
CC(C)CC(=O)Nc1nnc(S(=O)(=O)N(C)c2ccc(Cl)cc2)s1	2.8	-0.9	1.3	2.1	-0.3	-1.8	-1.4	-4.8	2.7	-1.7	0.1
O=C(Nc1nc(-c2ccc(F)cc2)cs1)c1cccc(N2C(=O)CCC2=O)c1	11.6	-0.2	-1.3	-2.1	0.2	0.0	-1.1	-7.2	-0.4	-1.9	-0.3
Cc1noc(C)c1S(=O)(=O)N(C)C[C@H]1OCCCC[C@@H](C)Oc2ccc(NS(=O)(=O)c3cn(C)cn3)cc2C(=O)N([C@H](C)CO)C[C@@H]1C	2.8	-1.8	4.4	-1.5	-0.1	4.4	-0.8	-3.2	0.0	2.0	-1.0
CC(=O)c1cnc2c(-c3ccc(Cl)cc3)c(C)nn2c1C	0.6	0.1	0.5	-1.4	-0.5	2.3	-1.5	9.5	1.6	-0.7	-0.4
O=C(CSCc1cccs1)N1CCCC1	5.0	9.1	4.4	3.6	0.5	-3.8	-0.2	2.4	3.6	2.9	2.5
CCN(CC)C(=O)CSc1nc2cc3c(cc2c(=O)n1Cc1ccc(OC)cc1)OCO3	19.8	0.0	-1.7	-0.9	-0.8	24.6	-2.2	-1.1	-0.3	-1.6	-0.6
Cc1cc(C)c2c(n1)SCC(=O)N2CC(=O)Nc1ccc(Br)c(C)c1	-0.8	-1.2	-2.5	1.9	0.4	0.9	-1.0	-7.7	-0.4	-0.2	0.2
C=CCn1cnc2c(c1=O)c1nc3ccccc3nc1n2/N=C/c1cccc(OC)c1	-1.1	-1.0	-0.2	0.3	0.6	0.2	-1.6	-0.2	0.1	-0.9	0.4
COc1ccc(NC(=O)c2ccc(-n3cncn3)c([N+](=O)[O-])c2)cc1	-2.7	-4.0	-1.4	1.1	0.2	-7.0	-1.0	-0.1	0.1	-0.8	-0.4
Cc1ccc(CN2C(=O)C(CC(C)C)Nc3ncnc(N4CCN(c5ccccn5)CC4)c32)cc1 (stereo unspecified)	1.1	-0.6	0.8	-0.2	-1.2	2.4	-1.9	-10.7	-0.6	-1.4	-0.8
Cc1ccccc1N=C(NOCc1ccc(Cl)cc1Cl)c1nonc1N	-6.1	0.3	-2.5	3.6	0.9	-3.0	-1.5	-10.8	-0.8	-2.0	-0.7
O=C(O)CSc1nnc(-c2cccc(S(=O)(=O)N3CCOCC3)c2)n1-c1cccc(Cl)c1	4.0	5.2	-0.1	0.5	-0.2	2.3	-2.0	0.8	2.0	-0.2	0.4
COc1ccc(S(=O)(=O)Nc2c(C(=O)O)[nH]c3ccc(OC)cc23)cc1	2.1	0.7	-1.0	1.9	1.0	-1.3	0.1	-4.8	0.9	2.6	-3.0
Cc1ccc(-n2nnnc2SCC(=O)NC(C(=O)O)(c2ccccc2)c2ccccc2)cc1C	0.9	-1.6	0.7	-10.2	-0.4	-3.2	-1.1	-15.8	1.3	0.0	0.1
Cc1ccc2nc(NCc3ccccc3)c(C#N)cc2c1	-1.0	1.9	0.4	-0.2	-2.9	-0.1	-1.4	-0.8	1.8	1.2	0.0
O=C(O)c1ccc(N2CCOCC2)c(N2C(=O)C3C4C=CC(C4)C3C2=O)c1 (stereo unspecified)	-2.2	-1.7	-1.4	-0.9	-0.3	4.8	-1.4	8.9	-0.6	-0.6	-0.2
Cc1ccccc1CN1CCN(CC(=O)NC(C)c2ccccc2)CC1 (stereo unspecified)	1.9	0.3	-1.7	-1.7	0.4	3.8	-1.1	0.3	-1.8	-1.8	-0.1
O=C(CC1C(=O)N(Cc2ccccc2)C(=S)N1CCN1CCOCC1)Nc1ccc(F)cc1 (stereo unspecified)	2.7	1.5	0.1	-2.1	0.0	-9.2	-1.5	-41.1	/	-0.9	-0.1
O=C(Nc1ccccc1C(=O)O)c1ccc(NC(=O)C2CCCCC2)cc1	1.1	0.1	-2.1	-2.2	-0.1	-1.1	-1.0	2.5	0.3	-1.2	-1.3
O=C(COC(=O)c1cccnc1Cl)NCCC1=CCCCC1	2.7	-1.4	-0.7	-1.8	0.3	0.0	-0.8	-4.9	-1.4	-0.5	0.0
CC1(c2ccccc2)CC2CC(c3ccccc3)N1O2 (stereo unspecified)	-2.7	1.8	-2.6	-0.4	-0.1	-12.4	-1.5	1.1	-0.7	-0.8	0.2
COc1ccccc1CNC(=O)C1CC2Cn3c(nc4cc(Cl)c(Cl)cc43)C2N1C (stereo unspecified)	-1.1	1.2	-1.4	0.0	-0.1	1.2	-1.4	-24.8	-0.6	-2.0	-0.1
CC1CC(C)CN(C(=O)COC(=O)/C=C/c2ccco2)C1 (stereo unspecified)	-0.5	2.9	-2.8	0.5	0.9	2.3	-0.9	0.3	-0.5	-0.8	1.8
CS(=O)(=O)c1ccc(NC(=O)c2cccc(-n3cnnn3)c2)cc1	0.8	4.4	-1.4	-1.1	0.3	3.5	-1.0	-0.9	1.7	-2.1	0.6
CCOC(=O)c1ccc(N2C(=O)c3cccc4c(C(=O)O)ccc(c34)C2=O)cc1	1.8	-1.8	-0.7	1.8	0.3	0.4	-0.1	10.1	0.2	-2.1	-0.4
COc1cc(OC)c(NC(=S)NCc2ccccc2)cc1Cl	10.0	0.2	-3.1	0.1	-0.7	1.7	0.0	5.9	1.1	0.6	0.7

An excerpt from above, limited to GC-A act and DAX1 inh-2.
Compound	GC-A act	DAX1 inh-2
O=C(Nc1ccccc1C(=O)O)c1ccc(NC(=O)C2CCCCC2)cc1	1.1	-1.3
O=C(COC(=O)c1cccnc1Cl)NCCC1=CCCCC1	2.7	0.0

Source: PubChem BioAssay (several laboratories)
